OX1R antag-1 – blocks the human orexin 1 receptor; O43613; CHO/OX1R cells, Fluo-8 calcium fluorescence, orexin A; inhibition, % at 5 µM; 0.43% of 330,000 active; AID 434989;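 active means inhibition above its plate's threshold, mean inhibition of all tested compounds on the plate plus 3 SD, cut at about 37% in these data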;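 further: 0% = orexin A challenge wells and 100% = SB-334867-A antagonist wells; not every result past the cut was called active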
Target sequence (O43613 whole entry, looked up): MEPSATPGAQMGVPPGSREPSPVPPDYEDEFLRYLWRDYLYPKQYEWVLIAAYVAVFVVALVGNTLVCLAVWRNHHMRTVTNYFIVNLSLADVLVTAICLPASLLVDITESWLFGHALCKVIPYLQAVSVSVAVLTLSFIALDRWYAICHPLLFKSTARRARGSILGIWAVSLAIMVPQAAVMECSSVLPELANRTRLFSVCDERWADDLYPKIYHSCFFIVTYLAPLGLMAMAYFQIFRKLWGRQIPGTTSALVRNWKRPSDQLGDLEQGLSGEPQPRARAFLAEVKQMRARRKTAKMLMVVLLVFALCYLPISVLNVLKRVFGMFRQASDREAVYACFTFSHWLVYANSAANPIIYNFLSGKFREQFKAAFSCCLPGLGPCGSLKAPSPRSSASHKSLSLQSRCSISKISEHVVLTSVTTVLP
OX1R antag-2 – blocks the human orexin 1 receptor | OX1R-expressing cells, FRET antagonist read-out | inhibition, % at 6.6 µM | 1.8% of 330,000 active | AID 485270 | O43613; in the data active means inhibition mostly above about 38%, no sharp cut-off; inactive means mostly below about 40%;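 further: 0% = agonist challenge alone and 100% = reference antagonist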
STK33 kinase inh – inhibitors of human STK33 kinase; purified STK33, MBP phosphorylation, ADP-Glo luminescence; inhibition, % at 10 µM; 0.073% of 320,000 active; AID 2661;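 active means inhibition at or above 25%, using the most active replicate where run in duplicate; inactive means inhibition below 25%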
Target sequence (Q9BYT3 whole entry, looked up): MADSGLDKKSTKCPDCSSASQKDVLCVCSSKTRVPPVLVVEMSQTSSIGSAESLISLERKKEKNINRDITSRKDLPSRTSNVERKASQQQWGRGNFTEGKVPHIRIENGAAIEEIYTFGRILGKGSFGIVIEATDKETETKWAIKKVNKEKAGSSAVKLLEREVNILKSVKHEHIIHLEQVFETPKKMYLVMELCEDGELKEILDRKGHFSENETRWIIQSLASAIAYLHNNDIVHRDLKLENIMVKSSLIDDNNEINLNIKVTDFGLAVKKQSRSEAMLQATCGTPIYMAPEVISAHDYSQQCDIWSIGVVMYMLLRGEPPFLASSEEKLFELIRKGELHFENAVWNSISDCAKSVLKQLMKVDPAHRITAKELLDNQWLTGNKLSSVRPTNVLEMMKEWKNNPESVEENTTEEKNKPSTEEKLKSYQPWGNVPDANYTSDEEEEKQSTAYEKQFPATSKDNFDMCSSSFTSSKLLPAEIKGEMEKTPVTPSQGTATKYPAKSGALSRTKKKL
Numbers without * were called inactive.

What do the screens show for `CCOC(=O)C(=O)N=Nc1c(O)[nH]c2ccccc12`?
OX1R antag-1: -1; OX1R antag-2: 91*; STK33 kinase inh: -1.4

What do the screens show for `CCN(CC)S(=O)(=O)c1cccc(-c2nc3n(n2)Cc2ccccc2-3)c1`?
OX1R antag-1: -21; OX1R antag-2: 11; STK33 kinase inh: -1.2

How did CCCCOc1ccc(-c2nnc(-c3ccco3)o2)cc1 do in these assays?
OX1R antag-1: -21; OX1R antag-2: 16; STK33 kinase inh: 1.2

How did COc1ccc(NC(=O)CSc2nc(-c3ccncc3)nn2CC(=O)N2CCCC2)cc1 do in these assays?
OX1R antag-1: -17; OX1R antag-2: 19; STK33 kinase inh: -1.1

How did COc1cc(/C=C/C(=O)c2ccc(NS(=O)(=O)c3ccc(C)cc3)cc2)cc(OC)c1O do in these assays?
OX1R antag-1: 13; OX1R antag-2: 10; STK33 kinase inh: 1.2

How did CCOc1c(N2CC(C)OC(C)C2)c(=O)c1=O (configuration not stated) do in these assays?
OX1R antag-1: -12; OX1R antag-2: -1; STK33 kinase inh: -1.1

Results for CCCC(=O)Nc1ccc(N2CCN(S(C)(=O)=O)CC2)cc1 ?
OX1R antag-1: 8; OX1R antag-2: 25; STK33 kinase inh: -1.8

How did Cc1ccc(-n2c(=O)[nH]cc(C(=O)Nc3ccc4c(c3)OCO4)c2=O)cc1C do in these assays?
OX1R antag-1: -10; OX1R antag-2: 8; STK33 kinase inh: -1.7

What do the screens show for `COc1ccc(S(=O)(=O)N2CCN(CC(=O)NC(Cc3ccccc3)C(C)=O)CC2)cc1` (configuration not stated)?
OX1R antag-1: -13; OX1R antag-2: 8; STK33 kinase inh: -0.1

Results for COc1ccccc1NCCC(=O)OCC(=O)Nc1ccccc1Cl ?
OX1R antag-1: -22; OX1R antag-2: 9; STK33 kinase inh: -0.7

What do the screens show for `CC[C@H](C)[C@H](NS(=O)(=O)c1ccc(C)cc1)C(=O)N1CCC(C(=O)N[C@@H](C)C(=O)O)CC1`?
OX1R antag-1: -1; OX1R antag-2: 5; STK33 kinase inh: -1.0

Results for CCCN(CCC)CCCNS(=O)(=O)c1cc(Br)cc2c1N(C(C)=O)CC2 ?
OX1R antag-1: -1; OX1R antag-2: 14; STK33 kinase inh: 0.9

How did CCN(CC)CCC(C)OC(=O)c1ccc(O)cc1O (configuration not stated) do in these assays?
OX1R antag-1: 5; OX1R antag-2: 19; STK33 kinase inh: -0.8

What do the screens show for `N#Cc1cc(-c2ccccc2)cn(Cc2c(Cl)cccc2Cl)c1=O`?
OX1R antag-1: -11; OX1R antag-2: -1; STK33 kinase inh: -0.6

Results for COc1ccc(N(C)C(=O)CN(C)S(=O)(=O)c2ccc3c(c2)c(=O)n(C)c(=O)n3C)c(OC)c1 ?
OX1R antag-1: -34; OX1R antag-2: 0; STK33 kinase inh: 0.4

Results for O=C(O)c1ccc(Cl)c(NC(=S)NC(=O)c2ccccc2[N+](=O)[O-])c1 ?
OX1R antag-1: -13; OX1R antag-2: 13; STK33 kinase inh: -1.6

How did O=S(=O)(Nc1ccon1)c1ccc(Br)s1 do in these assays?
OX1R antag-1: 0; OX1R antag-2: 18; STK33 kinase inh: 0.1

Results for CCS(=O)(=O)N1CCC(C(=O)Nc2ccc(C(C)=O)cc2)CC1 ?
OX1R antag-1: -10; OX1R antag-2: 1; STK33 kinase inh: -1.3

How did COc1ccc(CCN2C(=O)C3C(C2=O)C2C=CC3C23CC3)cc1OC (configuration not stated) do in these assays?
OX1R antag-1: -19; OX1R antag-2: 17; STK33 kinase inh: -0.6

What do the screens show for `COc1ccc(-c2nn(-c3ccccc3)cc2C(=O)Nc2cccc(C(=O)O)c2)cc1[N+](=O)[O-]`?
OX1R antag-1: 0; OX1R antag-2: 8; STK33 kinase inh: 0.1

Results for CCn1cc(CN(C)S(=O)(=O)c2ccc3ccccc3c2)c(C)n1 ?
OX1R antag-1: 3; OX1R antag-2: 35; STK33 kinase inh: -1.4

What do the screens show for `Cc1ccc(S(=O)(=O)N2CCCC(C(=O)N3CCCc4ccccc43)C2)cc1` (configuration not stated)?
OX1R antag-1: -22; OX1R antag-2: 11; STK33 kinase inh: -1.1

Results for CCOC(=O)NNC1CC(=O)N(c2ccccc2)C1=O (configuration not stated) ?
OX1R antag-1: -7; OX1R antag-2: 26; STK33 kinase inh: -1.2

Results for CCN(CC)c1ccc(/C=N/NC(=O)c2ccc([N+](=O)[O-])cc2)cc1 ?
OX1R antag-1: -3; OX1R antag-2: 17; STK33 kinase inh: -1.2

Sorted by molecular weight (ascending): 10 of the compounds above
What do the screens show for `CCOC(=O)C(=O)N=Nc1c(O)[nH]c2ccccc12`?
OX1R antag-1: -1; OX1R antag-2: 91*; STK33 kinase inh: -1.4

Results for CCOC(=O)NNC1CC(=O)N(c2ccccc2)C1=O (configuration not stated) ?
OX1R antag-1: -7; OX1R antag-2: 26; STK33 kinase inh: -1.2

What do the screens show for `N#Cc1cc(-c2ccccc2)cn(Cc2c(Cl)cccc2Cl)c1=O`?
OX1R antag-1: -11; OX1R antag-2: -1; STK33 kinase inh: -0.6

What do the screens show for `CCN(CC)S(=O)(=O)c1cccc(-c2nc3n(n2)Cc2ccccc2-3)c1`?
OX1R antag-1: -21; OX1R antag-2: 11; STK33 kinase inh: -1.2

How did Cc1ccc(-n2c(=O)[nH]cc(C(=O)Nc3ccc4c(c3)OCO4)c2=O)cc1C do in these assays?
OX1R antag-1: -10; OX1R antag-2: 8; STK33 kinase inh: -1.7

How did COc1ccc(NC(=O)CSc2nc(-c3ccncc3)nn2CC(=O)N2CCCC2)cc1 do in these assays?
OX1R antag-1: -17; OX1R antag-2: 19; STK33 kinase inh: -1.1

How did COc1cc(/C=C/C(=O)c2ccc(NS(=O)(=O)c3ccc(C)cc3)cc2)cc(OC)c1O do in these assays?
OX1R antag-1: 13; OX1R antag-2: 10; STK33 kinase inh: 1.2

Results for CCCN(CCC)CCCNS(=O)(=O)c1cc(Br)cc2c1N(C(C)=O)CC2 ?
OX1R antag-1: -1; OX1R antag-2: 14; STK33 kinase inh: 0.9

What do the screens show for `CC[C@H](C)[C@H](NS(=O)(=O)c1ccc(C)cc1)C(=O)N1CCC(C(=O)N[C@@H](C)C(=O)O)CC1`?
OX1R antag-1: -1; OX1R antag-2: 5; STK33 kinase inh: -1.0

Results for COc1ccc(N(C)C(=O)CN(C)S(=O)(=O)c2ccc3c(c2)c(=O)n(C)c(=O)n3C)c(OC)c1 ?
OX1R antag-1: -34; OX1R antag-2: 0; STK33 kinase inh: 0.4

(cont.)
What do the screens show for `CC(C)(C)OC(=O)N[C@H]1C=C[C@@H](OC(=O)CC(=O)OCC(F)(F)F)C1`?
OX1R antag-1: -9; OX1R antag-2: 7

Results for O=C(CC1CC2CCC1C2)NCCc1ccc(Cl)cc1 (configuration not stated) ?
OX1R antag-1: -19; OX1R antag-2: 14; STK33 kinase inh: 0.7

How did C[C@@H]1CCC[C@@]2(O[C@H](CCO)C[C@@H](O)[C@@H]2O)O1 do in these assays?
OX1R antag-1: 1; OX1R antag-2: 21; STK33 kinase inh: 0.8

Results for Cc1ccc(-c2nnc(SC(C)C(=O)NCC3CCCO3)nc2-c2ccc(C)cc2)cc1 (configuration not stated) ?
OX1R antag-1: -38; OX1R antag-2: 18; STK33 kinase inh: -0.2

Results for Cc1ccccc1OCC(=O)N/N=C/c1ccccn1 ?
OX1R antag-1: -5; OX1R antag-2: 20; STK33 kinase inh: 1.5

What do the screens show for `COc1ccc(OC)c(C2CC(=O)N3CN(c4ccc(C)c(Cl)c4)CSC3=C2C#N)c1` (configuration not stated)?
OX1R antag-1: -5; OX1R antag-2: 8; STK33 kinase inh: -1.1

Results for O=[N+]([O-])/C=C1\C=CC=CN1Cc1ccc(Cl)cc1 ?
OX1R antag-1: -8; OX1R antag-2: 10; STK33 kinase inh: -1.3

How did Cc1cc2ncc(-c3ccccc3)nc2cc1C do in these assays?
OX1R antag-1: -9; OX1R antag-2: 5; STK33 kinase inh: -0.4

How did O=C(c1cnc2n(c1=O)CCS2)N1CCN(c2ccc(Cl)c(Cl)c2)CC1 do in these assays?
OX1R antag-1: 1; OX1R antag-2: 14; STK33 kinase inh: -0.9

How did N#Cc1ccc(-c2ccco2)nc1SCc1ccccc1 do in these assays?
OX1R antag-1: -5; OX1R antag-2: 10; STK33 kinase inh: -0.1

Results for COc1cc(OC)cc(-c2sc3ccc(OC)cc3c2-c2ccc3cc[nH]c3c2)c1 ?
OX1R antag-1: 10; OX1R antag-2: 18; STK33 kinase inh: 1.6

Results for Cc1ccccc1NC(=O)OCc1cccnc1Oc1ccc(Cl)cc1 ?
OX1R antag-1: -1; OX1R antag-2: 34; STK33 kinase inh: -0.8

What do the screens show for `CCC(=O)Nc1ccc(NC(=O)c2ccco2)c(OC)c1`?
OX1R antag-1: -20; OX1R antag-2: 11; STK33 kinase inh: -1.3

Results for COc1cc(NC(=O)CSc2nnnn2Cc2ccc3c(c2)OCO3)cc(OC)c1 ?
OX1R antag-1: -3; OX1R antag-2: 24; STK33 kinase inh: -1.0

How did CCC(C)Nc1nc(OC(C(F)(F)F)C(F)(F)F)nc(OC(C(F)(F)F)C(F)(F)F)n1 (configuration not stated) do in these assays?
OX1R antag-1: -2; OX1R antag-2: 12; STK33 kinase inh: 0.5

Results for CCOc1ccc(-c2ccc(SC)nn2)cc1 ?
OX1R antag-1: -11; OX1R antag-2: 4; STK33 kinase inh: 31*

What do the screens show for `COc1ccc(/C=N/c2c(-c3ccc(OC)cc3)nc3n2CCS3)cc1`?
OX1R antag-1: -19; OX1R antag-2: 11; STK33 kinase inh: -0.6

What do the screens show for `CC(C)(C)n1ncc2c(=O)n(CC(=O)OCc3ccccc3)cnc21`?
OX1R antag-1: -27; OX1R antag-2: 12; STK33 kinase inh: 0.2

How did Cc1ccc2c(c1)N(C)/C(=C/c1cccc[n+]1C)S2 do in these assays?
OX1R antag-1: -8; OX1R antag-2: 8; STK33 kinase inh: -1.5

How did CCOC(=O)COc1ccc(C(c2c(C)[nH][nH]c2=O)c2c(C)[nH][nH]c2=O)cc1 do in these assays?
OX1R antag-1: -10; OX1R antag-2: -11; STK33 kinase inh: -0.4

How did O=C(COC(=O)c1cnccn1)N=c1sccn1Cc1ccccc1Cl do in these assays?
OX1R antag-1: -20; OX1R antag-2: 4; STK33 kinase inh: -0.8

What do the screens show for `CCOC(=O)N1CCN(C(=O)NC23CC4CC(CC(C4)C2)C3)CC1`?
OX1R antag-1: -14; OX1R antag-2: 28; STK33 kinase inh: -0.8

What do the screens show for `CC(=O)N1c2ccc(S(=O)(=O)N(C)CC(=O)Nc3cccc(C)c3)cc2CC1C` (configuration not stated)?
OX1R antag-1: -28; OX1R antag-2: 12; STK33 kinase inh: 0.2

Results for CCN1CCc2[nH]c3ccccc3c2C1 ?
OX1R antag-1: -2; OX1R antag-2: -5; STK33 kinase inh: -0.4

How did CN1CCN(C(=O)CCN2C(=O)c3ccccc3C2=O)CC1 do in these assays?
OX1R antag-1: 1; OX1R antag-2: 7; STK33 kinase inh: -1.4

Results for COc1cc(NC(=O)C(=O)Nc2ccc3nc4n(c(=O)c3c2)CCCCC4)cc(OC)c1OC ?
OX1R antag-1: -37; OX1R antag-2: 7; STK33 kinase inh: 0.3

What do the screens show for `CCc1ccc(NC(=O)CS(=O)CC(=O)Nc2ccc(-n3cnnn3)c(C)c2)cc1` (configuration not stated)?
OX1R antag-1: 13; OX1R antag-2: 9; STK33 kinase inh: 1.1

What do the screens show for `O=C(OCCN(C1=NS(=O)(=O)c2ccccc21)c1ccc(Cl)cc1)c1ccco1`?
OX1R antag-1: -22; OX1R antag-2: 44; STK33 kinase inh: -1.7

What do the screens show for `CC(Oc1ccc(C(=O)c2ccccc2)cc1)C(=O)Nc1ccc(S(N)(=O)=O)cc1` (configuration not stated)?
OX1R antag-1: 24; OX1R antag-2: 5; STK33 kinase inh: -1.3

What do the screens show for `COCc1ccc(C(=O)N2CCCC(C(=O)c3ccc(SC)cc3)C2)s1` (configuration not stated)?
OX1R antag-1: -25; OX1R antag-2: 22; STK33 kinase inh: -0.3

Results for O=C(CCN1C(=O)c2ccccc2C1=O)N1CCN(c2ccccn2)CC1 ?
OX1R antag-1: -16; OX1R antag-2: 14; STK33 kinase inh: -0.2

How did Cc1nc(SCC(=O)N(CC(C)C)C2CCS(=O)(=O)C2)c2ccccc2n1 (configuration not stated) do in these assays?
OX1R antag-1: -10; OX1R antag-2: 0; STK33 kinase inh: 11

Results for CC(=O)Oc1ccc2oc(-c3ccccc3)c(C(N)=O)c2c1 ?
OX1R antag-1: -10; OX1R antag-2: 8; STK33 kinase inh: -2.0

What do the screens show for `CCN(C(=O)CSc1nc2cc(S(=O)(=O)N(CC)CC)ccc2n1CC)C1CCS(=O)(=O)C1` (configuration not stated)?
OX1R antag-1: -4; OX1R antag-2: 14; STK33 kinase inh: -2.9

How did COCCCn1c(-c2ccccc2Cl)n[nH]c1=S do in these assays?
OX1R antag-1: -3; OX1R antag-2: 25; STK33 kinase inh: -0.9

What do the screens show for `COc1ccc(CCNC(=O)CNC(=O)c2ccc(Br)o2)cc1OC`?
OX1R antag-1: -18; OX1R antag-2: 12; STK33 kinase inh: -0.5

Results for O=S(=O)(NCc1ccco1)c1ccc(S(=O)(=O)N2CCCCC2)cc1 ?
OX1R antag-1: 6; OX1R antag-2: 9; STK33 kinase inh: -1.3

What do the screens show for `CCOC(=O)c1cc2occc2n1CCCN1C(=O)c2ccccc2C1=O`?
OX1R antag-1: -19; OX1R antag-2: 0; STK33 kinase inh: -1.8

What do the screens show for `COc1ccc(OC)c(C(=O)COC(=O)CN2C(=O)NC3(CCCCC3C)C2=O)c1` (configuration not stated)?
OX1R antag-1: -19; OX1R antag-2: 7; STK33 kinase inh: -0.9

High-throughput results (PubChem)
